FBW7 act: activators of human E3 ligase FBW7. Q969H0. AlphaScreen FBW7–phospho-cyclin E peptide binding, activator screen. normalized activity (activation), % at 26.1 µM. 650,000 tested, 0.13% active; in the data active means normalized activity above about 1.9%;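 further: purified mutant Fbw7 with reduced substrate affinity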
Target sequence (Q969H0 whole entry, looked up): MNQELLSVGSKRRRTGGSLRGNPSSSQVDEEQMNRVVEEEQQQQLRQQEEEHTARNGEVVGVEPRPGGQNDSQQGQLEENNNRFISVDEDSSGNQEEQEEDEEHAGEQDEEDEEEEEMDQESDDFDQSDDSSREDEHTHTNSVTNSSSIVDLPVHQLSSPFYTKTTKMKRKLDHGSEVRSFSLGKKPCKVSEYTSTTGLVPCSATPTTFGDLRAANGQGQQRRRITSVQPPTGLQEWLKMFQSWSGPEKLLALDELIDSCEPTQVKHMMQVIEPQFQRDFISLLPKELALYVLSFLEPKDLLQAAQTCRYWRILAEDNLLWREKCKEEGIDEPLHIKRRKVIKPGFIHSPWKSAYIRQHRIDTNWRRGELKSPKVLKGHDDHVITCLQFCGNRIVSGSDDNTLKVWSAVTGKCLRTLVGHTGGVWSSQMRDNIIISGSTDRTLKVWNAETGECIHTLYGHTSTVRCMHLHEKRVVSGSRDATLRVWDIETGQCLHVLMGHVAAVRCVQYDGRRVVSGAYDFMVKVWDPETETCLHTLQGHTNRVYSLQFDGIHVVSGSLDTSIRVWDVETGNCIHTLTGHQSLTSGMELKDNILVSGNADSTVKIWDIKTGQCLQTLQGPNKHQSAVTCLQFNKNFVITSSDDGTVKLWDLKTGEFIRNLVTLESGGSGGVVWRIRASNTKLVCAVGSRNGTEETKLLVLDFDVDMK
MITF inh: blocks human microphthalmia-associated transcription factor; AlphaScreen MITF homodimerization, bead proximity signal; inhibition, % at 2.6 µM; O75030; 650,000 tested, 0.91% active; in the data active means inhibition above about 50%;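 further: 0% = vehicle wells with protein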
TEAD-YAP inh: TEAD-YAP interaction inhibition. AID 1259422. HEK-TIYL cells, TEAD-Gal4/YAP UAS-luciferase luminescence. 640,000 tested, 1.4% active. inhibition, % at 9.12 µM; in the data active means inhibition above about 32%;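 further: 0% = median of test compound wells and 100% = reference inhibitor wells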
GPR151 activ: activators of human GPR151; activation, % at 11.2 µM; PathHunter beta-arrestin GPR151 cells, luminescence; AID 1508602; 650,000 tested, 1% active; in the data active means activation above about 4.9%;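 further: 0% = median of compound wells and 100% = cells with positive control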
Target sequence (Q8TDV0 whole entry, looked up): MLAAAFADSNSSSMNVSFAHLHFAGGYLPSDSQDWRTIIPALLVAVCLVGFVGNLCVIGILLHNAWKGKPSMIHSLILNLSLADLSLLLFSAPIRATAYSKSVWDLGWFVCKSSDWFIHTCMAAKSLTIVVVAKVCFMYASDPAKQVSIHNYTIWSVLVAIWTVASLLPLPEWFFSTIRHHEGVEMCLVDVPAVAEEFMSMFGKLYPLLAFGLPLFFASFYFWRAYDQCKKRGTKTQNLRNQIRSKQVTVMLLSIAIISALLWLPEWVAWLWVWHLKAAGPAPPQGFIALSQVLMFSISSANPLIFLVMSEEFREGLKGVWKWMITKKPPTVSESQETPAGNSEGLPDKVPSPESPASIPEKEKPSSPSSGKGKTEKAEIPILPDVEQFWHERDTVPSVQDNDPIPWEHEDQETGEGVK
* = called active by the depositor; · = not tested or not shown; & = joins results of further samples.

item	Structure	TEAD-YAP inh	MITF inh	FBW7 act	GPR151 activ
1	CN(Cc1ccc2nccnc2c1)C(=O)CCC1(Cc2cccs2)CCC(=O)N1 (stereo not given)	-5	-16	-0.1	1.0
2	NS(=O)(=O)c1ccc(CCNC(=O)Cn2ncc3c2-c2ccccc2OC3)cc1	10	5	0.0	0.0
3	Cc1ccc(C(=O)Nc2ccc3c(c2)OCCO3)cc1	0	-19	0.2	1.3
4	OCCN=Cc1c2ccc[nH]c-2c2ccccc12	5	7	0.2	0.3
5	CC(C)c1ccc2oc(-c3ccc(NC(=O)c4ccc(F)cc4)cc3)nc2c1	10	4	0.4	1.1
6	Nc1nc(NCCO)cc(N2CCC(N3CCOCC3)CC2)n1	0	13	0.2	-0.9
7	CCCCN(CCCC)c1ccc(C=C2C(=O)NC(=O)NC2=O)cc1	10	-4	0.4	1.0
8	CN1CCN(CCNC(=O)c2ccnc(-n3ncc4cc(Nc5cccc(Cl)c5)ccc43)c2)CC1	14	-16	-0.1	0.7
9	COc1cc(-c2ccc(NC(=O)Nc3ccccc3C)c(OC)c2)ccc1NC(=O)Nc1ccccc1C	45*	14	0.5	-1.7
10	Cc1c(C(=O)NCCN2CCOCC2)sc2ncn(CC(=O)N3CCC(C)CC3)c(=O)c12	-4	21	1.8	-2.0
11	Cc1ccc(CN2CC34C=CC(O3)C(C(=O)NC3CC3)C4C2=O)cc1 (stereo not given)	1	-2	-0.3	0.7
12	Cc1ccccc1C1Nc2ccccc2S(=O)(=O)N1 (stereo not given)	2	-1	-0.1	0.7
13	N#Cc1c(-c2ccco2)nc(SCC(=O)Nc2ccc(S(N)(=O)=O)cc2)[nH]c1=O	10	2	0.0	0.8
14	COCCN=C1Sc2nc3cc4c(cc3cc2CN1CC1CCCO1)OCO4 (stereo not given)	-6	-6	-0.2	0.5
15	O=C1/C(=C/c2ccc([N+](=O)[O-])cc2)C=C(c2ccccc2)N1c1ccc(Br)cc1	0	-5	0.0	0.9

(listing goes on)
item	Structure	TEAD-YAP inh	MITF inh	FBW7 act	GPR151 activ
16	OCCC1CN(Cc2cccn2-c2cccnc2)CCN1Cc1cccs1 (stereo not given)	7	-2	0.0	2.7
17	Cc1cc(C(=O)Nc2c(C)ccc3nsnc23)ccc1[N+](=O)[O-]	10	1	0.1	0.8
18	O=C(NCc1ccco1)C1CC(c2ccccc2F)=NO1 (stereo not given)	5	2	0.1	1.0
19	O=S(=O)(NCC1CCCN(Cc2ccccn2)C1)c1cccc2cccnc12 (stereo not given)	-1	3	-0.2	-2.2
20	CCOC(=O)c1nc(Cl)c(Cl)c(Nc2cccc(F)c2)c1Cl	-1	-5	0.1	1.4
21	O=C(Cc1c(F)cccc1Cl)Nc1ccc(Cl)cn1	-8	17	-0.1	-1.0
22	Cc1nc2ccc(C(=O)OCCC(F)(F)F)cc2[nH]1	-22	18	0.2	-0.5
23	O=C1C(=O)N(C2CCCC2)C(=O)N1Cc1nc(-c2ccc(F)cc2)no1	13	-4	-0.1	-0.1
24	CC(=O)Nc1sc2c(c1C(=O)Nc1cccc(C)c1)CCCC2	6	-4	-0.2	1.9
25	CCOc1ccc(N2CC(c3nc4ccccc4n3C(C)C)CC2=O)cc1 (stereo not given)	-2	-4	0.1	-2.6
26	CCOC(=O)c1ccc(NC(=O)c2ccccc2C(=O)O)cc1	-2	-5	-0.1	-1.5
27	CC1CCCN(C2=NC(=O)/C(=C\c3ccc(N(C)C)cc3)S2)C1 (stereo not given)	59*	0	0.0	-0.1
28	NC(=O)NC(c1ccccc1)c1cccc(Cl)c1 (stereo not given)	1	17	0.8	-0.2
29	Cc1ccc(CN2C(=O)C3C(C(=O)Nc4ccc(C(C)C)cc4)C4C=CC3(O4)C2C(=O)NC2CCCC(C)C2C)cc1 (stereo not given)	-4	-20	0.1	-0.2
30	Nc1c(Br)cc(Br)cc1[N+](=O)[O-]	2	0	0.1	0.4

Compounds from the list above containing an NH in an aromatic ring:
item	Structure	TEAD-YAP inh	MITF inh	FBW7 act	GPR151 activ
4	OCCN=Cc1c2ccc[nH]c-2c2ccccc12	5	7	0.2	0.3
13	N#Cc1c(-c2ccco2)nc(SCC(=O)Nc2ccc(S(N)(=O)=O)cc2)[nH]c1=O	10	2	0.0	0.8
22	Cc1nc2ccc(C(=O)OCCC(F)(F)F)cc2[nH]1	-22	18	0.2	-0.5

Other records follow:
item	Structure	TEAD-YAP inh	MITF inh	FBW7 act	GPR151 activ
31	Cc1nc2c(ccc3nc(NC(=O)c4ccccc4I)sc32)s1	19	13	1.0	-1.1
32	O=C(NCCc1ccccc1Cl)c1oc(=O)c2ccccc2c1-c1ccccc1	-4	-5	0.3	1.0
33	CCOCCOC(=O)C1=C(C)NC2=C(C(=O)CCC2)C1c1cccc(F)c1 (stereo not given)	4&-3	-16&3	0.0&-0.1	-1.1&1.6
34	COc1ccccc1C(=O)N1CCN(S(=O)(=O)c2ccc(F)cc2)CC1	6	-4	0.1	0.5
35	Cc1ccc(CN2CCC(Oc3cccc(C(=O)NCc4ccccn4)c3)CC2)o1	9	0	-0.2	1.0
36	CC(C)c1ccc(OCc2nc(-c3ccc([N+](=O)[O-])cc3)no2)cc1	-3	4	-0.1	0.2
37	Cc1ccc(S(=O)(=O)N2CCn3c(nc4ccccc43)C2)c([N+](=O)[O-])c1	9	-2	-0.2	-0.3
38	CCOc1ccc2nc(NC(=O)c3ccc(C)o3)sc2c1	30	5	-0.2	-7.7
39	CCCOc1ccc(CNC(=O)C2CCCN(c3nnc(N4CCCC4=O)s3)C2)cc1 (stereo not given)	0	-8	-0.2	-2.0
40	CC(C)CCN1C(=O)c2cccc3c(N)ccc(c23)C1=O	-62	5	2.1*	0.3
41	CCCCCCn1c(=N)c(C#N)cc2c(=O)n3cccc(C)c3nc21	2	-6	0.2	0.1
42	CCOC(=O)c1ccc(-n2c(C)cc(/C=C3\C(=O)NC(=S)N(CC)C3=O)c2C)cc1	-4	-10	-0.5	1.1
43	Nc1ncnc(NNC(=O)CNC(=O)c2ccc(S(=O)(=O)N3CCCCC3)cc2)c1[N+](=O)[O-]	4	14	0.1	0.0
44	O=c1c2cnn(-c3ccccc3)c2nc(-c2ccc(Br)cc2)n1-c1ccc(F)cc1	-16	19	0.8	-0.3
45	CN(C)S(=O)(=O)c1ccc(C(=O)OCCN2C(=O)c3ccccc3S2(=O)=O)cc1	2	-2	0.1	0.1

Molecules from the list above that contain a thiophene ring, fused or not, in the order listed:
item	Structure	TEAD-YAP inh	MITF inh	FBW7 act	GPR151 activ
1	CN(Cc1ccc2nccnc2c1)C(=O)CCC1(Cc2cccs2)CCC(=O)N1 (stereo not given)	-5	-16	-0.1	1.0
10	Cc1c(C(=O)NCCN2CCOCC2)sc2ncn(CC(=O)N3CCC(C)CC3)c(=O)c12	-4	21	1.8	-2.0
16	OCCC1CN(Cc2cccn2-c2cccnc2)CCN1Cc1cccs1 (stereo not given)	7	-2	0.0	2.7
24	CC(=O)Nc1sc2c(c1C(=O)Nc1cccc(C)c1)CCCC2	6	-4	-0.2	1.9

(cont.)
item	Structure	TEAD-YAP inh	MITF inh	FBW7 act	GPR151 activ
46	Cc1ccc(C(=O)N2CCC(Nc3cccc4cncc(C)c34)C2)cc1F (stereo not given)	-2	-12	-0.1	1.6
47	COc1ccc(C2=C(C(C)=O)Sc3nnc(-c4ccc(C)cc4)n3N2C(C)=O)cc1	6	7	0.0	-0.1
48	COc1ccc(NC(=O)CC(C)Cc2ccc(Cl)cc2)cc1 (stereo not given)	-16	6	0.1	0.7
49	Cc1ccc(C(=O)COC(=O)c2ccc3c(c2)C(=O)N(c2ccc(Br)cc2)C3=O)cc1	3	-9	0.0	0.2
50	COCCN(CCOC)C(=O)COC(=O)c1ccc(C#N)cc1	3	8	0.8	-1.0
51	NNc1ccc([N+](=O)[O-])cc1S(=O)(=O)N1CCOCC1	1	0	0.1	-0.1
52	CCCN1C(=O)/C(=c2\sc3n(c2=O)C(c2ccc(OC)cc2)C(C(=O)OC)=C(C)N=3)c2ccccc21 (stereo not given)	-5	15	0.2	0.2
53	Nc1c(-c2nc(-c3ccccc3F)no2)nnn1-c1ccc(F)cc1	-45	-13	-0.1	-1.4
54	CC(=O)Nc1ccc(NC(=O)CSc2nnc3[nH]c(=O)cc(-c4ccccc4)n23)cc1	18	-9	0.2	-2.9
55	Cc1ccc(C)c(-n2c(CNC(=O)c3ccco3)nnc2SCC(=O)N2N=C(c3cccs3)CC2c2ccc(F)cc2)c1 (stereo not given)	10	2	0.5	-1.5
56	CC(C)c1ccc(N(C)S(=O)(=O)c2ccc3[nH]cc(C(=O)NCCc4ccccc4)c(=O)c3c2)cc1	1	-5	0.8	-0.1
57	COC(=O)c1sc(NC(=O)C2CC2)c(C(N)=O)c1C	8	8	0.0	-0.9
58	COc1ccc(OC)c(NC(=O)Cc2c(C(=O)O)n(C)c3ccc(C)cc23)c1	8	16	-0.1	0.7
59	COc1ccc(CN2CCN(Cc3cc4ccccc4[nH]3)CC2CCO)cc1C (stereo not given)	4	5	-0.1	0.2
60	Cc1oc(S(=O)(=O)N2CCCCC2)cc1NC(=O)Nc1ccccc1	·	-13	·	0.7

Further results.
item	Structure	TEAD-YAP inh	MITF inh	FBW7 act	GPR151 activ
61	CC1(C(=O)Nc2nnc(C(C)(C)C)s2)Cc2ccccc2C(=O)O1 (stereo not given)	9	11	-0.1	-0.3
62	O=C(NC1CCN(Cc2ccccc2)CC1)c1cccc(Nc2ncccn2)n1	5	2	-0.2	-2.0
63	Cc1ccccc1Nc1ncnc2c1c(-c1ccccc1)cn2-c1ccc(Cl)cc1	-2	0	0.1	0.5
64	O=C1c2c(sc3c2CCCC3)NC2(C(=O)N(Cc3ccccc3F)c3ccccc32)N1CCc1ccccc1 (stereo not given)	-4	-19	0.2	-0.3
65	COC(=O)c1ccc(OCC(=O)Nc2cccc(OC)c2)cc1	6	-6	0.1	0.0
66	COc1cccc(NC(=O)c2cc(S(=O)(=O)N3CCc4ccccc4C3)ccc2F)c1	-13	6	0.7	-0.9
67	Cc1ccc(OC(=O)N2CCN3C(=O)[C@H](Cc4c[nH]c5ccccc45)NC(=O)[C@H]3C2)cc1	-17	5	-0.3	-1.2
68	CCOC(=O)c1cc(OCc2cc([N+](=O)[O-])cc3c2OCOC3)cc(C(=O)OCC)c1	3	24	-0.2	-0.5
69	O=C(CCN1CCN(c2ccccc2F)CC1)Nc1cccc(F)c1	1	-13	-0.2	-1.0
70	CCOc1ccc(S(=O)(=O)n2cc(-c3ccc(F)cc3)c(N)n2)cc1	9	4	0.1	0.4
71	CCN(C(=O)COC(=O)c1cc(=O)[nH]c(=O)[nH]1)C1CCCCC1	0	-3	0.2	-1.0
72	CCOC(=O)C(=CNCCNc1ncccc1C(F)(F)F)C(=O)OCC	5	12	0.2	-0.3
73	CC1CC(C)CN(C(=O)Cn2c(SCC(=O)NC3CC3)nc3ccccc32)C1 (stereo not given)	1	6	0.0	-0.5
74	COc1cccc(C=Nc2ccc(NC(=O)CC(C)C)cc2)c1	-7	-5	-0.1	0.5
75	CCC(C)(C)NC(=O)CN(C(=O)c1csnn1)c1cccc(C)c1	-1	-8	0.3	-0.3

Other structures.
item	Structure	TEAD-YAP inh	MITF inh	FBW7 act	GPR151 activ
76	CCOc1ccc(CN2CCN(Cc3cnc(-c4ccccc4)s3)CC2CCO)cc1 (stereo not given)	12	16	0.0	-0.5
77	Cc1ccccc1NC(=S)NCCc1ccccn1	8	4	-0.1	-0.7
78	O=C(OCc1ccc(Cl)cc1Cl)c1cc(S(=O)(=O)N2CCOCC2)ccc1F	9	6	0.1	-1.1
79	Cc1cccc(C)c1OCCSc1n[nH]c(N)n1	-8	0	0.1	0.2
80	Cc1ccc(OC(C)c2nc(-c3nonc3N)no2)cc1C (stereo not given)	3	4	0.0	1.3
81	CCCC1c2ccc(C)n2CCN1C(=O)Nc1ccc(F)cc1 (stereo not given)	-1	10	0.0	-0.1
82	O=C(Nc1nc2ccc([N+](=O)[O-])cc2s1)C(F)F	16	-9	-0.4	-1.5
83	Cc1ccnc(SC(=O)N2c3ccccc3Sc3ccccc32)n1	-6	-2	-0.1	-0.1
84	COc1ccc(CCNc2nc(Nc3ncccn3)nc3c2ncn3-c2ccsc2)cc1	8	-9	-0.1	-1.5
85	COc1cc(OC)nc(Oc2cccnc2/C=N/NC(C)=O)n1	-8	19	0.1	0.6
86	O=C(COC(=O)c1c2c(nc3ccccc13)CCCC2)c1ccc(Cl)cc1	6	0	-0.2	-0.4
87	C/C(CC(=O)Nc1ccc(F)cc1F)=N\NC(=O)c1ccc(F)cc1	-40	9	0.1	3.9
88	CCOC(=O)c1ccc(NC(=O)CC2C(=O)N(Cc3ccccc3)C(=S)N2CCc2ccc(OC)c(OC)c2)cc1 (stereo not given)	15	3	0.0	-0.9
89	O=C(NC1CC1)c1cc(NCCCN2CCCC2=O)nc2ccccc12	1	-3	0.0	0.2
90	CCOC(=O)NC(Nc1cccc([N+](=O)[O-])c1)(C(F)(F)F)C(F)(F)F	-2	13	0.0	0.6

Following part.
item	Structure	TEAD-YAP inh	MITF inh	FBW7 act	GPR151 activ
91	CC(=O)N1CCc2c(sc(NC(=O)c3ccc(OC(C)C)cc3)c2C#N)C1	2	-6	-0.2	3.3
92	NC(=O)C1CCN(C(=O)CN2C(=O)/C(=C/c3ccccc3F)Sc3ccccc32)CC1	-8	-3	0.3	-0.7
93	Cc1ccc(Cl)cc1NC(=S)N(CCCN1CCCC1)Cc1cccs1	-2	4	0.0	-0.5
94	O=C(NCc1ccccn1)c1ccc(Br)s1	-14	7	-0.6	1.3
95	CC1(C)CC2(CCO1)OC(=O)CC2C(=O)Nc1ccc(Cl)c(Cl)c1 (stereo not given)	-3	-11	-0.1	-1.0
96	CN(C)c1cccc(Nc2ncc(-c3ccsc3)n3ccnc23)c1	-62	16	0.1	0.4
97	O=C(Nn1cnc2ccccc2c1=O)c1ccco1	-1	5	0.0	-0.1

Compound activity (PubChem BioAssay)
